Screening data as filed in PubChem.
AMA1 RON2 block = qHTS for Inhibitors of AMA1-RON; Towards Development of Antimalarial Drug Lead: Primary Screen; Potency, µM (highest dose often 58.2 µM), without a hit: top-dose activity change, negative = inhibition, most hits filed as inhibitors; Plasmodium falciparum AMA1 (3D7) - RON2 peptide interaction; 360,000 tested, 0.2% active; AlphaScreen AMA1-biotinylated RON2 peptide binding; AID 720542, 2013;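 further: potency means the concentration at half of the fitted maximal effect; 0% = vehicle wells and -100% = peptide control; nearly all actives have a fitted effect of over 45% in size; some results filed as inactive show a strong effect at the top dose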
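AMA1 (3D7) with his tag at 25 nM final met compounds first, then biotinylated RON2 peptide at 25 nM; detection used donor plus acceptor beads, 10 µg/mL apiece, read by AlphaScreen after 30 min at room temperature.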
Giardia FBPA inh = qHTS Assay for Inhibitors of Fructose-1,6-bisphosphate Aldolase from Giardia Lamblia; A8B2U2; purified Giardia FBPA; Potency, µM (titrated, usually from 59.6 µM), without a hit: top-dose activity, negative = inhibition, usual class: inhibitors; 290,000 tested, 0.71% active; AID 2451, 2010; further: potency means the concentration at half of the fitted maximal effect; nearly all actives have a fitted effect of over 55% in size
Target sequence (A8B2U2 whole entry, looked up): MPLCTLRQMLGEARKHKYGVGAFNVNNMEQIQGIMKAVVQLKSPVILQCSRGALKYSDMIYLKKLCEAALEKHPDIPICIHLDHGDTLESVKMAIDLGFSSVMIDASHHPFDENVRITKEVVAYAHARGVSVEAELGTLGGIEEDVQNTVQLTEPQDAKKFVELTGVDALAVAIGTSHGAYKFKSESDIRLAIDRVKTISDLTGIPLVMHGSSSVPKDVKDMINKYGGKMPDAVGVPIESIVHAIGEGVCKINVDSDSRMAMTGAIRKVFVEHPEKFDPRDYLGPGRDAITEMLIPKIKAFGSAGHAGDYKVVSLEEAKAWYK
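Giardia FBPA (40 nM reagent) was preincubated 10 min at RT with compound (up to 57.5 uM final), then substrate plus GAPDH/TPI/NAD/arsenate coupling system with diaphorase/resazurin was added; resorufin fluorescence (525/598 nm) was read after 20 min.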
AmpC no deterg = qHTS Inhibitors of AmpC Beta-Lactamase (assay without detergent); P00811; 330,000 tested, 0.52% active; AID 485341, 2010; Potency, µM (highest dose often 57.1 µM), for inactives: top-dose activity change, negative = inhibition, actives largely listed as inhibitors; AmpC nitrocefin hydrolysis, absorbance 480 nm, 0.0001% Triton;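 further: potency means the concentration at half of the fitted maximal effect; plate controls were no compound for no effect and no enzyme for full effect; nearly all actives have a fitted effect of over 20% in size; some results filed as inactive show a strong effect at the top dose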
Target sequence (P00811 whole entry, looked up): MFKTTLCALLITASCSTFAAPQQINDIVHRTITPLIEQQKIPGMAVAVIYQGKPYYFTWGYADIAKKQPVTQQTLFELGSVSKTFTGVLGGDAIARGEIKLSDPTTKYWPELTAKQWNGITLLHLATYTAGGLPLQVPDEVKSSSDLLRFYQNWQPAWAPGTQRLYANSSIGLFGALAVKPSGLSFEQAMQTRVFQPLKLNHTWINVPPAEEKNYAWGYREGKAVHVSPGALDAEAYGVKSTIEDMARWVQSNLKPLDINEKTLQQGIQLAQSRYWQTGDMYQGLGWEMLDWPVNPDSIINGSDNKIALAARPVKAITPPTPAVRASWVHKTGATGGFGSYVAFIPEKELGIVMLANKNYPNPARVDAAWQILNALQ
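20 mM phosphate pH 7.0 + 0.01% (detergent screen) or 0.0001% Triton X-100; 5.3 nM AmpC reagent; cpd preinc 15 min RT; nitrocefin (800 uM stock) to start; A480 q20 s × 4 min; Activity was normalised to no-enzyme and no-compound control wells.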
Sm TGR inh = qHTS Assay for the Inhibitors of Schistosoma Mansoni Peroxiredoxins. 360,000 tested, 3% active. Schistosoma mansoni thioredoxin glutathione reductase (TGR), Q962Y6. purified TGR, DTNB reduction, TNB absorbance 405 nm. Potency, µM (highest dose often 114 µM), without a hit: top-dose activity change, negative = inhibition, usual class: inhibitors; further: potency means the concentration at half of the fitted maximal effect; nearly all actives have a fitted effect of over 60% in size
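First, TGR (20 nM dispensed) and NADPH were mixed with compound. Second, a 15 min room-temperature incubation followed. Third, further NADPH and then DTNB were added to start the reaction. Finally, TNB absorbance was monitored kinetically.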
AmpC detergent = qHTS Inhibitors of AmpC Beta-Lactamase (assay with detergent). AID 485294, 2010. Potency, µM (top dose mostly 114 µM), for the others: top-dose activity change, negative = inhibition, hits mostly inhibitors. AmpC hydrolysis of nitrocefin, absorbance 480 nm, 0.01% Triton. 370,000 tested, 0.041% active. P00811;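 further: potency means the concentration at half of the fitted maximal effect; 0% = no-compound wells and -100% = no-enzyme wells; nearly all actives have a fitted effect of over 25% in size; some results filed as inactive show a strong effect at the top dose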
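20 mM phosphate pH 7.0 + 0.01% (detergent screen) or 0.0001% Triton X-100; 5.3 nM AmpC reagent; cpd preinc 15 min RT; nitrocefin (800 uM stock) to start; A480 q20 s × 4 min; Activity was normalised to no-enzyme and no-compound control wells.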
HCMV inh = qHTS Assay for inhibitors of the human cytomegalovirus (HCMV). HFF cells, HCMV-luciferase reporter, 72 h; active compounds read low. activity change, negative = inhibition, % at 57.5 µM. 410,000 tested, 4.5% active. AID 1259415, 2018; in the data active means activity change below about -60%; inconclusive means no clear call, values can overlap the other calls; inactive means above about -39%
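HFF cells seeded 16 h at 37C, treated with compounds, infected with luciferase-reporter HCMV at MOI 1 PFU/cell; luciferase read at 72 h post infection, normalized to buffer-only and Salinomycin controls.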
The depositor's hits bear a star; ? = inconclusive; . = no result given; [ ] = remark or other dose. Unless noted, the call rests on the fitted dose curve; in most records, active means well fitted curve in the direction sought with a large enough effect; inconclusive means small, poorly fitted or top-dose-only effect, or another doubt; inactive means no such curve, though single readings can be large; an effect the other way counts as inactive or inconclusive. Unless noted, on the % scale 0 is the no-effect control and ±100 the full control effect.

compound | AMA1 RON2 block | Giardia FBPA inh | AmpC no deterg | Sm TGR inh | AmpC detergent | HCMV inh
COc1cccc(CNC(=O)CCc2c(C)nn(-c3ccc(N4CCOCC4)nn3)c2C)c1 | . | . | . | -1.8% | 2.3% | 38.7
CCS(=O)(=O)N1CCC(C(=O)NCCCN2CCC(Cc3ccccc3)CC2)CC1 | -3.6% | 0.6% | 2.8% | 1.9% | -0.6% | 3.9
CCOC(=O)C1=C(C)C(c2ccccc2O)NC(=O)N1 (stereo unspecified) | 3.3% | -15.7% | 3.2% | -6.0% | 1.1% | -1.4
O=C1/C(=C\c2cccnc2)CCc2ccccc21 | -1.1% | 0.1% | 4.7% | -7.5% | 1.1% | ?
Cc1nn2c(C)c(C(=O)NCC(C)c3ccccc3)cnc2c1-c1ccccc1 (stereo unspecified) | . | . | . | 0.0% | 0.5% | -8.5
CC(C)n1c(NCc2c[nH]c3ccccc23)nc2ccccc21 | -24.5% | 0.5% | -12.0% | -3.1% | -8.5% | 35.6
O=C(Nc1cccc(S(=O)(=O)NC2=NCCC2)c1)C1CC(=O)N(c2ccc3c(c2)OCCO3)C1 (stereo unspecified) | -10.9% | -0.8% | -14.6% | 1.1% | -3.7% | -30.9
Cc1ccc(S(=O)(=O)Nc2cccc(Oc3cnccn3)c2)cc1 | -3.6% | -28.5% | -10.6% | 7.6% | -6.6% | -31.8
NC(=O)CC[C@@H]1NC(=O)[C@H](CO)NC(=O)c2cc([N+](=O)[O-])cc(I)c2NCC[C@@H](C(N)=O)NC1=O | 7.6% | 13.2% | -0.9% | -32.7% | ? | ?
Cc1ccc(CN(C)C(=O)c2c(C)nn(-c3ccccc3)c2C)cc1 | 4.8% | 4.2% | 57.3% | -0.8% | -14.1% | -25.3
O=C(Cn1c(=O)c2cccn2c2ccc(F)cc21)NCc1cccc(Cl)c1 | . | . | . | 10.5% | 16.8% | -16.2
CC1CN(C(=S)Nc2cccc(Cl)c2Cl)CC(C)O1 (stereo unspecified) | -7.3% | -26.0% | 1.0% | -0.7% | -7.3% | 17.7
CC(=O)Nc1cccc(C(=O)NC2CCCc3c2cnn3-c2cc(C)cc(C)c2)c1 (stereo unspecified) | -8.7% | 10.1% | 124.1%[activator] | 7.0% | ? | ?
COc1cccc(-n2c(SCC(=O)Nc3c(C)cc(C)cc3C)nc3c([nH]c4ccccc43)c2=O)c1 | . | . | . | -2.0% | 1.8% | -80.3*
O=C(CNC(=O)c1cccs1)NCCN1CCN(c2ccccc2F)CC1 | -0.2% | 12.6% | 20.1% | -28.2% | 9.5% | 41.6
Cc1oc2c(CN3CCOCC3)c(O)ccc2c(=O)c1-c1ccc(Br)cc1 | -16.9% | 1.2% | 4.5% | 2.9% | -12.3% | -36.8
CCn1c(=O)c2c(O)cc(=O)oc2c2ccccc21 | -9.4% | -8.3% | -12.4% | -9.9% | -9.4% | 0.1
Cc1oc(-c2ccc(C(=O)NCc3ccc(F)cc3)cc2)nc1CS(=O)c1ccccc1 (stereo unspecified) | . | . | . | ? | 13.9% | -25.8
COc1cccc(/C(O)=C2\C(=O)C(=O)N(c3ccccn3)C2c2ccccc2OC)c1 (stereo unspecified) | 4.7% | 10.6% | -16.2% | ? | -0.6% | 14.8
CCCc1cc(=O)[nH]c(SCC(=O)Nc2ccc(OC)c(S(=O)(=O)N3CCCCC3)c2)n1 | -5.4% | . | -52.5% | . | . | -3.1
CCOc1cc(C2C3=C(CC(C)(C)CC3=O)N(CCCOC)C3=C2C(=O)CC(C)(C)C3)ccc1O | 16.4% | 1.2% | 42.8% | -7.8% | ? | 10.8
Cc1nnc(NC(=O)CSc2nnc3scc(-c4ccc(C)c(C)c4)n23)s1 | -13.3% | 21.0% | -5.8% | -10.9% | -16.5% | 40.0
O=S(=O)(Cc1ccccc1)c1ccccc1-c1nnc(-c2ccccc2)o1 | 4.6% | -1.5% | -6.4% | 4.8% | -0.5% | -5.8
CCOC(=O)c1ccc(N2C(=O)c3[nH]nc(-c4ccccc4)c3C2c2cccs2)cc1 (stereo unspecified) | . | . | . | -2.7% | -0.9% | -98.1*

3 entries from above, with each value named:
Cc1nnc(NC(=O)CSc2nnc3scc(-c4ccc(C)c(C)c4)n23)s1
  AMA1 RON2 block = -13.3%; Giardia FBPA inh = 21.0%; AmpC no deterg = -5.8%; Sm TGR inh = -10.9%; AmpC detergent = -16.5%; HCMV inh = 40.0

CCOC(=O)c1ccc(N2C(=O)c3[nH]nc(-c4ccccc4)c3C2c2cccs2)cc1 (stereo unspecified)
  AMA1 RON2 block = .; Giardia FBPA inh = .; AmpC no deterg = .; Sm TGR inh = -2.7%; AmpC detergent = -0.9%; HCMV inh = -98.1*

Cc1oc(-c2ccc(C(=O)NCc3ccc(F)cc3)cc2)nc1CS(=O)c1ccccc1 (stereo unspecified)
  AMA1 RON2 block = .; Giardia FBPA inh = .; AmpC no deterg = .; Sm TGR inh = ?; AmpC detergent = 13.9%; HCMV inh = -25.8

Next section
compound | AMA1 RON2 block | Giardia FBPA inh | AmpC no deterg | Sm TGR inh | AmpC detergent | HCMV inh
CN(CC(=O)Nc1ccc(Cl)c(Cl)c1)C1CCCCC1 | ? | ? | -8.0% | 4.4% | -1.9% | -14.7
COc1ccc(CC(=O)Nc2cccc3ncccc23)cc1OC | 2.2% | 0.5% | -24.9% | -11.4% | 5.0% | 42.9
CCOC(=O)c1sc2nc(C)nc(NCc3ccccc3)c2c1C | 0.5% | 2.5% | 25.2% | 5.6% | -1.5% | ?
COc1ccc(NC(=O)c2cc(CN3CCCC3)on2)cc1Cl | . | . | . | -6.2% | 10.4% | 35.8
Cc1ccccc1OCC(=O)N/N=C/c1ccc(Sc2nc3ccccc3s2)o1 | 0.0% | ? | -13.8% | -1.6% | -7.1% | -10.9
COc1ccc(NC(=O)CSc2nnc(-c3ccccn3)n2N)cc1Cl | -10.6% | 1.3% | -25.2% | 3.5% | -9.6% | ?
O=[N+]([O-])c1nn(-c2ccc3c(c2)OCCO3)n(O)c1=NCc1ccc(F)cc1Cl | 10.4% | 2.1% | -14.9% | -6.4% | 1.8% | 119.5
CC1CCN(C(=O)c2ccc(CS(=O)(=O)Cc3ccccc3)cc2)CC1 | 1.0% | -12.3% | 21.5% | -3.6% | 1.8% | -36.2
COc1ccc(CN(CCC(c2ccccc2)c2ccco2)C(=O)c2ccco2)cc1 (stereo unspecified) | -15.9% | -3.1% | -39.4% | 35.5µM* | ? | -2.3
C=CCC1(O)C(=O)N2C(=C1C(=O)OCC)c1ccc3ccccc3c1CC2(C)C (stereo unspecified) | -0.1% | 6.0% | 31.4% | -9.9% | 1.5% | -12.1
O=S(=O)(c1ccc2c(c1)CCCN2)N1CCCC2CCCCC21 (stereo unspecified) | -6.6% | -1.7% | -44.0% | 11.0% | -3.3% | ?
Cc1ccc(C(=O)CN2CCN(c3ccccn3)CC2)c(C)c1 | 5.1% | -7.5% | 0.3% | 14.1µM* | 3.7% | .
COc1cc(OC)c(/C=N/n2c(C)nnc2C)c(OC)c1 | 5.8% | 2.0% | -15.7% | 0.5% | 4.3% | 15.7
N/C(COc1cc(Cl)cc(Cl)c1)=N\O | 1.8% | 0.0% | -15.9% | 3.8% | -4.7% | -64.9*
O=C(NCCc1ccccn1)/C(=C/c1ccco1)NC(=O)c1ccccc1 | 75.0%[activator] | ? | -14.7% | 7.5% | -9.6% | 96.7
CCCOc1ccc(C(=O)CCNc2cccc(Cl)c2)cc1 | -13.7% | -0.2% | -25.8% | ? | -12.6% | -15.4

Following part.
The line under a structure holds: AMA1 RON2 block | Giardia FBPA inh | AmpC no deterg | Sm TGR inh | AmpC detergent | HCMV inh
COc1ccc(CNC(=O)CN(C(=O)c2csnn2)c2cccc(C(C)=O)c2)cc1
  -2.8% | 5.3% | -12.8% | -15.3% | -5.1% | -26.4
Cc1cccc(C(=O)Nc2ccc(OCc3cc(=O)n4c5c(sc4n3)CCCC5)cc2)c1
  . | . | . | 2.1% | 0.3% | -2.2
COc1cc(Cl)c(CN2CCC(CO)(CCOc3ccccc3)CC2)cc1OC
  -9.1% | 5.3% | 132.5%[activator] | 0.6% | ? | -12.6
COC(=O)CCc1c(C)c(C(=O)c2cc(OC)c(OC)c(OC)c2)c2ccccn12
  -2.9% | -4.0% | 78.8%[activator] | -35.1% | 1.0% | 38.6
Cc1cccc(NC(=S)NCC(c2cccnc2)N(C)C)c1C (stereo unspecified)
  19.0% | 2.2% | -18.4% | 2.8% | 7.7% | -6.0
CCOC(=O)N1CCN(C(=O)c2cccc(F)c2)CC1
  -2.6% | 0.1% | -10.7% | . | 0.9% | -31.6
Cc1nc(N2CCCCC2)c2ccsc2n1
  -7.7% | ? | 3.2% | 0.6% | -10.1% | -21.4
O=C1CN(C(=O)c2cc3ccccc3o2)c2ccccc2N1
  -5.0% | -15.9% | -23.4% | -0.5% | 1.1% | -21.0
CC(C)c1ccc(CN2C(=O)c3ccccc3S2(=O)=O)cc1
  25.1% | -13.4% | 14.1% | 21.1% | -11.5% | -13.6
C=C1[C@H]2CC[C@H]3[C@]4(C)C[C@H](O[C@H]5O[C@H](CO)[C@@H](OS(=O)(=O)O)[C@H](OS(=O)(=O)O)[C@H]5OC(=O)CC(C)C)C[C@@H](C(=O)O)[C@H]4CC[C@]3(C2)[C@H]1O
  13.7% | . | -10.2% | 0.1% | -5.8% | -14.5
CC1CN2c3ccc([N+](=O)[O-])cc3CC3(C(=O)N(C)C(=O)N(C)C3=O)C2C(C)O1 (stereo unspecified)
  0.8% | 5.3% | 11.6% | 0.4% | -7.6% | -9.5
COC(=O)C1=C(C)OC(N)=C(C#N)C1c1cc(C)sc1C (stereo unspecified)
  -8.4% | -3.0% | -1.3% | -12.0% | -0.1% | 11.9
CC(C)[C@H](NS(=O)(=O)/C=C/c1ccccc1)C(=O)OCC(=O)NC(N)=O
  3.3% | 1.8% | 0.7% | 15.6% | -4.2% | -10.4
CCc1nnc(NC(=O)C2CCN(S(=O)(=O)c3ccc(C)cc3)CC2)s1
  2.6% | 0.7% | 2.1% | 15.1% | 5.9% | -7.0
CCCCOC(=O)c1ccc(Nc2ncnc3nc[nH]c23)cc1
  20.4% | 1.6% | -15.0% | -8.2% | -9.1% | 82.4
C=CCNc1nc(Cl)nc(Nc2ccc([N+](=O)[O-])cc2)n1
  -0.7% | 3.2% | -11.8% | 2.4% | 0.8% | 12.0
COC(=O)c1cn(NC(=O)C2CCCO2)c(=O)c2ccccc12 (stereo unspecified)
  4.0% | 0.7% | 1.4% | -24.9% | 7.2% | 14.0
